High-throughput results deposited in PubChem by NCI.
All columns: NCI-60 one-dose screen, growth in % after 48 h at 10 µM unless noted; 100 = growth as untreated, 0 = no growth, -100 = all killed.
KM12 – KM12 colon cancer cells. 82,000 tested, 5% active. AID 1794800
HCC-2998 – HCC-2998 colon cancer; AID 1794799; 79,000 tested, 4.7% active
COLO 205 – COLO 205 colon cancer; 79,000 tested, 7.3% active
HT29 – HT29 colon cancer; 81,000 tested, 7.4% active
SNB-75 – SNB-75 CNS cancer; 79,000 tested, 5% active
HCT-116 – HCT-116 colon cancer; 82,000 tested, 7.3% active; AID 1794798
SNB-19 – SNB-19 CNS cancer cells. 81,000 tested, 2.5% active
SW-620 – SW-620 colon cancer; AID 1794795; 82,000 tested, 5.2% active
HCT-15 – HCT-15 colon cancer; 82,000 tested, 5.2% active; AID 1794746
Active calls of the source: *; . = no result given; & = joins results of further samples; ! = not confirmed by another sample; [ ] = dose if it differs, or a comment. The calls were made as follows: active = growth percent below 10; inactive = the rest. Only part of the results is shown; count on the stated rates, not on these rows.

Preview, 8 compounds:
| nr | structure | KM12 | HCC-2998 | COLO 205 | HT29 | SNB-75 |
| --- | --- | --- | --- | --- | --- | --- |
| 1 | CCC1(c2ccc(N)cc2)CCC(=O)NC1=O (stereo not given) | 108 | 98 | 113 | 99 | 93 |
| 2 | CC(NC(=O)C(Cl)Cl)C(=O)O (stereo not given) | 98 | 106 | 105 | 89 | 83 |
| 3 | Nc1cccc(P(N)(N)=O)c1 | 104 | 102 | 105 | 114 | 146 |
| 4 | CCc1cccc(CC)c1NC(=O)NCCN1CC1 | 105 | 110 | 140 | 110 | 116 |
| 5 | C[As](=O)(O)c1ccc(C(=O)O)cc1 | 111 | 116 | 115 | 108 | 90 |
| 6 | c1ccc2c(CN3CC3)c[nH]c2c1 | 101 | 106 | 123 | 112 | 103 |
| 7 | O=C(O)C(Br)C(Br)C(=O)O (stereo not given) | 102 | 98 | 116 | 108 | 89 |
| 8 | CN(C)CCc1ccc(OC(=O)c2ccc([N+](=O)[O-])cc2)cc1 | 109 | 139 | 105 | 102 | 103 |

| nr | HCT-116 | SNB-19 | SW-620 | HCT-15 |
| --- | --- | --- | --- | --- |
| 1 | 101 | 119 | 109 | 97 |
| 2 | 87 | 105 | 103 | 103 |
| 3 | 102 | . | 107 | 113 |
| 4 | 97 | 107 | 105 | 100 |
| 5 | 110 | 106 | 105 | 99 |
| 6 | 104 | 105 | 117 | 108 |
| 7 | 101 | 100 | 102 | 103 |
| 8 | 104 | 110 | 108 | 102 |

This part in full, from the first entry:
| nr | structure | KM12 | HCC-2998 | COLO 205 | HT29 | SNB-75 |
| --- | --- | --- | --- | --- | --- | --- |
| 1 | CCC1(c2ccc(N)cc2)CCC(=O)NC1=O (stereo not given) | 108 | 98 | 113 | 99 | 93 |
| 2 | CC(NC(=O)C(Cl)Cl)C(=O)O (stereo not given) | 98 | 106 | 105 | 89 | 83 |
| 3 | Nc1cccc(P(N)(N)=O)c1 | 104 | 102 | 105 | 114 | 146 |
| 4 | CCc1cccc(CC)c1NC(=O)NCCN1CC1 | 105 | 110 | 140 | 110 | 116 |
| 5 | C[As](=O)(O)c1ccc(C(=O)O)cc1 | 111 | 116 | 115 | 108 | 90 |
| 6 | c1ccc2c(CN3CC3)c[nH]c2c1 | 101 | 106 | 123 | 112 | 103 |
| 7 | O=C(O)C(Br)C(Br)C(=O)O (stereo not given) | 102 | 98 | 116 | 108 | 89 |
| 8 | CN(C)CCc1ccc(OC(=O)c2ccc([N+](=O)[O-])cc2)cc1 | 109 | 139 | 105 | 102 | 103 |
| 9 | Cc1ccc(NC(=O)CBr)cc1 | 109 | 113 | 108 | 115 | 97 |
| 10 | COC(=O)C(Cl)Cl | 102 | 103 | 117 | 101 | 87 |
| 11 | CCCCCCCCNP(=S)(NCCCCCCCC)NCCCCCCCC | 102 | 106 | 108 | 98 | 92 |
| 12 | COC(=O)C1=C(OC)C(=O)OC12C(=O)N(C)c1ccc(Cl)cc12 (stereo not given) | 105 | 118 | 95 | 113 | 50 |
| 13 | CCOP(=S)(N/N=C1/CCCC(C)C1)OCC (stereo not given) | 99 | 95 | 116 | 106 | 63 |
| 14 | C=CCN=C1N[C@]23CC(=O)CC[C@]2(C)[C@H]2CC[C@]4(C)C(=O)CC[C@H]4[C@@H]2C[C@@H]3S1 | 82 | 101 | 111 | 98 | 90 |
| 15 | COc1ccc(/C=C\c2cc(OC)c(OC)c(OC)c2)cc1OCC(=O)Nc1nc2ccc(OC(F)(F)F)cc2s1 | 19 | . | 106 | 98 | 7.3* |

| nr | HCT-116 | SNB-19 | SW-620 | HCT-15 |
| --- | --- | --- | --- | --- |
| 1 | 101 | 119 | 109 | 97 |
| 2 | 87 | 105 | 103 | 103 |
| 3 | 102 | . | 107 | 113 |
| 4 | 97 | 107 | 105 | 100 |
| 5 | 110 | 106 | 105 | 99 |
| 6 | 104 | 105 | 117 | 108 |
| 7 | 101 | 100 | 102 | 103 |
| 8 | 104 | 110 | 108 | 102 |
| 9 | 106 | 97 | 93 | 97 |
| 10 | 102 | 103 | 104 | 87 |
| 11 | 109 | 104 | 102 | 108 |
| 12 | 101 | 97 | 125 | 116 |
| 13 | 97 | 106 | 107 | 100 |
| 14 | 90 | 97 | 90 | 92 |
| 15 | 20 | 43 | 25 | 22 |

(cont.)
| nr | structure | KM12 | HCC-2998 | COLO 205 | HT29 | SNB-75 |
| --- | --- | --- | --- | --- | --- | --- |
| 16 | CC(C)(C)NCCCN1CC1(C)C (stereo not given) | 103 | 93 | 102 | 112 | 98 |
| 17 | CCOC(=O)/C(=C\c1ccc(C(F)(F)F)cc1)[Se]c1ccccc1 | 109 | 118 | 120 | 115 | . |
| 18 | C=CC[C@]1(O)CCC2C3CCC4=CC(=O)CCC4=C3C=C[C@@]21C (stereo not given in full) | 96 | 111 | 124 | 104 | 116 |
| 19 | CC(C)(NC(=O)O[C@@H]1CN2CCC1CC2)c1csc(-c2cccc(O)c2)n1 | 103 | 103 | 93 | 88 | 68 |
| 20 | CC1=CC23C(COC(=O)C24CO4)C(C(=O)O)=CC3C1C (stereo not given) (tested in a mixture with another compound) | 100 | 107 | 157 | 100 | 37 |
| 21 | O=NN1CCCc2cccc(O)c21 | 68 | 56 | 94 | 95 | 22 |
| 22 | C#CC1(O)CCCC1 | 100 | 92 | 111 | 98 | 95 |
| 23 | COC(=O)[C@@H](C)C[C@H](Cc1ccccc1)NC(=O)c1csc([C@@H](C[C@H](C(C)C)N(C)C(=O)[C@@H](NC(=O)[C@H]2CCCCN2C)c2ccc(F)cc2)OC(C)=O)n1 | -3.4* | 10 | -54* | 6.9* | 31 |
| 24 | COC(=O)[C@@H](C)C[C@H](Cc1ccccc1)NC(=O)c1nc([C@@H](C[C@H](C(C)C)N(C)C(=O)[C@@H](NC(=O)[C@H]2CC(=O)CCN2C)C(C)C)OC(C)=O)sc1C(C)C | 6.0* | 25 | -40* | -9.4* | 16 |
| 25 | COc1ccc(CC(=O)C2C(=O)N(C)c3ccccc32)cc1OC (stereo not given) | 103 | 116 | 110 | . | 100 |
| 26 | OC1CN2CCC[C@@H](O)[C@@H]2C1O (stereo not given in full) | . | 132 | 105 | 96 | 76 |
| 27 | O=C(O)c1ccccc1N(CCO)CCCl | 103 | 103 | 100 | 115 | 81 |
| 28 | COc1ccc(C(=O)CC(c2ccc3c(c2)OCO3)c2c(O)c3ccccc3oc2=O)cc1OC (stereo not given) | 113&97 | 104&104 | 114&121 | 108&112 | 82&108 |
| 29 | O=C1NC(=O)C(=Cc2cn(Cc3ccccc3)c3ccccc23)C(=O)N1 | 100 | 70 | 18 | 105 | 78 |
| 30 | COc1cc(/C=C/[N+](=O)[O-])cc(OC)c1OC | 18 | -20* | -53* | -27* | 19 |

| nr | HCT-116 | SNB-19 | SW-620 | HCT-15 |
| --- | --- | --- | --- | --- |
| 16 | 102 | 108 | 98 | 110 |
| 17 | 98 | 108 | 109 | 103 |
| 18 | 95 | 105 | 115 | 107 |
| 19 | 98 | 99 | 101 | 97 |
| 20 | 94 | 104 | 108 | 103 |
| 21 | 22 | 31 | 44 | 27 |
| 22 | 105 | 107 | 108 | 102 |
| 23 | 3.3* | 75 | 23 | 15 |
| 24 | 5.8* | 21 | 24 | 8.8* |
| 25 | 111 | 104 | 105 | 102 |
| 26 | 106 | 96 | 112 | 94 |
| 27 | 95 | 99 | 107 | 87 |
| 28 | 103&101 | 100&106 | 107&99 | 98&102 |
| 29 | 86 | . | 84 | 94 |
| 30 | -19* | 56 | -51* | -9.1* |

More results
| nr | structure | KM12 | HCC-2998 | COLO 205 | HT29 | SNB-75 |
| --- | --- | --- | --- | --- | --- | --- |
| 31 | C#Cc1cccc(NC(=O)C2CCN(S(=O)(=O)F)CC2)c1 | 111[8.25 µM] | 104[8.25 µM] | 116[8.25 µM] | 102[8.25 µM] | 94[8.25 µM] |
| 32 | N#Cc1c(N2CCNCC2)nc2c(c1C#N)CCCC2 | 108 | 101 | 122 | 98 | 79 |
| 33 | CC(C)CC1N=C(NN=C2CCCCC2)SP1(=O)NNc1ncccn1 (stereo not given) | 110 | 111 | 108 | 95 | 100 |
| 34 | CCCCCC1(CCBr)C(=O)NC(=O)NC1=O | 109 | 115 | 110 | 107 | 99 |
| 35 | COc1cc2c(cc1OC)[C@H]1C[C@H](O)CN1CC2 | 105 | 107 | 112 | . | 98 |
| 36 | N#CCO | 110 | 110 | 100 | 104 | 103 |
| 37 | COc1c(O)c2c3c(c1OC)-c1ccccc1CC3N(C)CC2 (stereo not given) | 100 | 111 | . | 110 | 82 |
| 38 | CC1=C2C(=C[C@@](C)(COC(=O)c3ccc(S(=O)(=O)F)cc3)[C@@H]2OC(=O)c2ccc(S(=O)(=O)F)cc2)C(=O)[C@](C)(O)C12CC2 | 28 | -60* | -78* | 2.1* | -8.2* |
| 39 | NC1=NCC(c2ccccc2)O1 (stereo not given) | 113 | . | 122 | 113 | 114 |
| 40 | c1ccc2c3c([nH]c2c1)CN1CCCCC1C3 (stereo not given) | 95 | 100 | 97 | 91 | 92 |
| 41 | O=C(O)C(=O)CBr | 109 | 111 | 99 | 99 | 97 |
| 42 | COc1ccc(CN2CCN(C(=O)COc3ccc(Cl)cc3)CC2)cc1 | . | 128 | 112 | 105 | 72 |
| 43 | O=P1(c2ccccc2)Nc2ccccc2N1c1ccccc1 (stereo not given) | 110 | 103 | 123 | 108 | 117 |
| 44 | O=C(CN1CCCCC1)c1ccc(-c2ccccc2)cc1 | 103 | 89 | 89 | 89 | 93 |
| 45 | C=CCC1(CCC)C(=O)NC(=O)NC1=O | 121 | 104 | 109 | 111 | 102 |

| nr | HCT-116 | SNB-19 | SW-620 | HCT-15 |
| --- | --- | --- | --- | --- |
| 31 | 110[8.25 µM] | 100[8.25 µM] | 103[8.25 µM] | 101[8.25 µM] |
| 32 | 94 | 118 | 93 | 105 |
| 33 | 98 | 102 | 108 | 103 |
| 34 | 106 | 111 | 101 | 98 |
| 35 | 109 | 100 | 105 | 111 |
| 36 | 103 | 104 | 102 | 102 |
| 37 | 96 | 102 | 117 | 105 |
| 38 | 0.6* | 21 | -4.0* | 0.5* |
| 39 | 110 | 111 | 106 | 112 |
| 40 | 94 | 99 | 96 | 95 |
| 41 | 101 | 107 | 86 | 100 |
| 42 | 99 | 91 | 96 | 89 |
| 43 | 92 | 95 | 106 | 90 |
| 44 | 102 | 109 | 110 | 96 |
| 45 | 107 | 101 | 138 | 108 |

More compounds follow:
| nr | structure | KM12 | HCC-2998 | COLO 205 | HT29 | SNB-75 |
| --- | --- | --- | --- | --- | --- | --- |
| 46 | C/C(=C\c1ccc(Cl)c(Cl)c1)[N+](=O)[O-] | -35*! | 100&100 | -58*! | -52*! | 90 |
| 47 | O=S1(=O)OCCO1 | 99 | 110 | 106 | 107 | 90 |
| 48 | COC(=O)[C@H](Cc1ccccc1)NC(=O)c1csc([C@@H](C[C@H](C(C)C)N(C)C(=O)[C@@H](NC(=O)[C@H]2CCCN2C)C2CC2)OC(C)=O)n1 | 13 | 28 | -27* | 9.0* | 39 |
| 49 | CCOc1cc(/C=N\Nc2nnc(C)n2N)c(C)cc1N(CCCl)CCCl | 14 | 4.0* | . | 24 | 24 |
| 50 | Cc1cc2c(cc1-c1cccc(/C=C/C(=O)O)c1)C(C)(C)CCC2(C)C | 77 | 95 | 110 | 86 | 84 |
| 51 | CCC/C(=N/OC(=O)N(C)C)c1ccccc1 | 107 | 95 | 107 | 113 | 110 |
| 52 | N#C[Se]CCN1C(=O)C2C(C1=O)[C@H]1C=C[C@@H]2S1 (stereo not given in full) | 15 | 67 | 68 | 5.9* | . |
| 53 | CN[C@]1(c2ccccc2Cl)CCCC[C@@H]1NCCCN1CCN(C)CC1 | 99 | 99 | 103 | 84 | 78 |
| 54 | CC(C)(C)N(Cc1ccccc1)N=O | 104 | 110 | 108 | 104 | 86 |
| 55 | O=C1NC(=S)NC(=O)C1=Cc1ccc(OCC(=O)N2CCCC2)cc1 | 98 | 100 | 104 | 104 | 86 |
| 56 | CCCCC1C(=O)NC(=S)N(C)C1=O (stereo not given) | 98 | 103 | 108 | 103 | 91 |
| 57 | NS(=O)(=O)c1nc[nH]c1[N+](=O)[O-] | 103 | 100 | 113 | 93 | 92 |
| 58 | COC(=O)[C@]12CCC(C)(C)C[C@H]1[C@H]1C(=O)C[C@@H]3[C@@]4(C)C[C@@]5(CC(C)(C)[C@@H]4CC[C@@]3(C)[C@]1(C)CC2)OO[C@@](C)(C(F)(F)F)O5 | 100 | 106 | 134 | 102 | 75 |
| 59 | C[C@H]1[C@@H](Oc2ccc(-c3cn(-c4ccnc5cc(Cl)ccc45)nn3)cc2)O[C@@H]2OC3(C)CC[C@H]4[C@H](C)CC[C@@H]1[C@@]24OO3 | 26 | 49 | -50* | 22 | 62 |
| 60 | O=C1c2ccccc2C(=O)c2c1ccc1ccccc21 | 91 | 96 | 93 | 87 | . |
| 61 | CCCCC(=O)c1cc(OC)cc(OC)c1 | 110 | 102 | 103 | 115 | 93 |

| nr | HCT-116 | SNB-19 | SW-620 | HCT-15 |
| --- | --- | --- | --- | --- |
| 46 | -91*! | 103&87 | -89*! | -67*! |
| 47 | 102 | . | 101 | 99 |
| 48 | -2.4* | 60 | 24 | 19 |
| 49 | 12 | 14 | 10 | 25 |
| 50 | 95 | 73 | 106 | 80 |
| 51 | 108 | 100 | 107 | 120 |
| 52 | -35* | -19* | 43 | -4.7* |
| 53 | 92 | 101 | 96 | 94 |
| 54 | 106 | 97 | 101 | 103 |
| 55 | 104 | 91 | 103 | 101 |
| 56 | 112 | 102 | 105 | 99 |
| 57 | 104 | 105 | 107 | 101 |
| 58 | 89 | 92 | 103 | 95 |
| 59 | 16 | 40 | 27 | 13 |
| 60 | 93 | 91 | 87 | 89 |
| 61 | 106 | 99 | 111 | 102 |
